# Bioassay records from PubChem.
# Y pestis TopoI – Y. pestis Topo-I inhibition via cleavage products. activity, % at 10 µM. Y. pestis Topo-I cleavage product accumulation, plate reader. AID 504884. actives 0.064% (n = 360,000); in the data active = activity above about 50%, passing the limit was not always enough; note: inactives centre near 2
# Rv3671c inh – Rv3671c (M. tuberculosis) protease inhibition; P9WHR9; inhibition, % at 5.96 µM; actives 0.048% (n = 320,000); AID 2606; in the data active = inhibition above about 38%;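 note: extracellular domain of Rv3671c used as enzyme; 0% = enzyme with DMSO and 100% = no enzyme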
# Target sequence (P9WHR9 whole entry, looked up, the tested form may be a part): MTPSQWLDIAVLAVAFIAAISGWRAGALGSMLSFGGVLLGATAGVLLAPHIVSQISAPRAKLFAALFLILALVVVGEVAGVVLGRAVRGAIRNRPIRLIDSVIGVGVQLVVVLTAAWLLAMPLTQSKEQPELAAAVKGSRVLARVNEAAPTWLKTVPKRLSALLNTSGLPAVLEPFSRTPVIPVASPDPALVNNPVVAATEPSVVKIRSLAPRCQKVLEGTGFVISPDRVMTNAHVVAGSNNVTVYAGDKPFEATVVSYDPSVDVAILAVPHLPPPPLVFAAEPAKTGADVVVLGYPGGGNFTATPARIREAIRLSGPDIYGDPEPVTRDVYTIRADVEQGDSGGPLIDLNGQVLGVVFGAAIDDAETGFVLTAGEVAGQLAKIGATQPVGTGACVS
# MazEF act – increases E. coli MazEF RNase cleavage of RNA; P0AE70; AID 504720; FAM/BHQ RNA-DNA oligo cleavage fluorescence, 5 h; activation, % at 20 µM; actives 0.32% (n = 350,000); in the data active = activation above about 50%
# Target sequence (P0AE70 whole entry, looked up): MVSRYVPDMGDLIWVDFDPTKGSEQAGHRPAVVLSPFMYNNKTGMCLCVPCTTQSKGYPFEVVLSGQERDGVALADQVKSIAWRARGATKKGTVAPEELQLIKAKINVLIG
# SARS 3CLpro inh – SARS-CoV 3CLpro protease inhibition. P0C6X7. recombinant SARS-CoV 3CLpro, quenched FRET peptide cleavage. inhibition, % at 6 µM. actives 0.14% (n = 290,000); in the data active = inhibition above about 12%
# VHR inh abs – inhibitors of human VHR1 phosphatase (DUSP3); P51452; actives 0.52% (n = 290,000); AID 1654; inhibition, % at 13.3 µM; recombinant VHR phosphatase, pNPP absorbance; in the data active = inhibition above about 50%; note: some compounds called inactive have numbers as strong as hits
# Target sequence (P51452 whole entry, looked up): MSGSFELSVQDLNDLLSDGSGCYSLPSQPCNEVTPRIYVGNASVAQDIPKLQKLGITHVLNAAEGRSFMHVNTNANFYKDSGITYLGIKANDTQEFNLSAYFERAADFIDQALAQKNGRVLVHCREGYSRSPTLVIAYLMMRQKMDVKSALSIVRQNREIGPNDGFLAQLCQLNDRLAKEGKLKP
# SSB-PriA inh – K. pneumoniae PriA-SSBct interaction inhibition. actives 0.6% (n = 430,000). AlphaScreen SSBct-PriA binding, biotinylated peptide. AID 1272365. inhibition, % at 33 µM; in the data active = inhibition mostly above about 37%, no sharp cut-off; inactive = mostly below about 20%;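 note: plate controls were negative control peptide for no effect and reference peptide for full effect; strong numbers were not always called active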
# Vc quorum ag – induces V. cholerae light production without autoinducers; activation, % at 18.7 µM; V. cholerae BH1578 lux reporter, luminescence, 6 h; actives 0.16% (n = 350,000); in the data active = activation mostly above about 9.7%, no sharp cut-off; note: not every result past the cut was called active; inactives centre near 0; reference of the scale not given here
# PrPC TRFRET – reduces human prion protein on the cell surface | P04156 | cell surface PrPC, TR-FRET read-out | inhibition, % at 13.8 µM | actives 0.43% (n = 370,000) | AID 720596; in the data active = inhibition above about 24%; note: 0% = median of the test wells and 100% = reference compound wells
# CCHF vOTU inh – blocks the CCHF virus ovarian tumor domain protease | CCHFV vOTU protease, Pep-AMC fluorescence | inhibition, % at 11.5 µM | actives 0.55% (n = 370,000) | AID 651958; in the data active = inhibition above about 30%; note: 0% = vehicle wells with enzyme and 100% = no enzyme wells
# TcdB GH inh – TcdB glycohydrolase inhibition | actives 0.24% (n = 350,000) | TcdB glycohydrolase enzymatic assay, plate reader | AID 652162 | inhibition, % at 9.99 µM | P18177; in the data active = inhibition above about 10%
# * hit, by the source's call; i = inactive; nt = not tested or not shown; & = joins results of further samples. These rows are one share of the data; count on the stated rates, not on these rows.
SMILES,Y pestis TopoI,Rv3671c inh,MazEF act,SARS 3CLpro inh,VHR inh abs,SSB-PriA inh,Vc quorum ag,PrPC TRFRET,CCHF vOTU inh,TcdB GH inh
N=c1oc2cc(O)ccc2cc1C(=O)Nc1nc2ccccc2s1,-10,-1,-150,0,-12,-5,-0.2,0,-379,1.0
Cc1ccc(OCC(=O)N/N=C/C=C/c2ccco2)c(Br)c1,30,nt,-5,7,8,nt,0.6,-9,6,0.0
COc1ccccc1C(=O)Nc1nnc(SCC(=O)NCC2CCCO2)s1 (configuration not stated),6,6,2,2,26,-1,i,-2,11,0.7
O=C(N/N=C/c1cc2ccccc2nc1Cl)/C(=C/c1cccs1)NC(=O)c1ccccc1,-12,-130,0,4,52*,nt,-3.2,10,-6,nt
Cc1nn(C)c(C)c1S(=O)(=O)N1CCC(C(=O)Nc2ccc3c(c2)OCCO3)CC1,-2,-4,6,-1,21,2,-0.2,7,13,1.4
Cc1cccc(-c2ncc(CN3CCN(CCC(C)C)C(CCO)C3)cn2)c1 (configuration not stated),14,2,-2,3,21,-13,-0.2,-4,-3,0.6
CC(C)c1ccc(NC(=O)C2(C)Cc3c(-c4cccc(C(F)(F)F)c4)ccnc3O2)cc1 (configuration not stated),16,nt,nt,nt,nt,nt,-0.6,3,26,0.9
CNC(=O)C1CC(=O)N(c2ccc(OCC(=O)Nc3ccccc3C)cc2)C1 (configuration not stated),-13,nt,9,nt,nt,4,i,4,-5,-0.5
COc1ccc2oc(C(=O)NCC(c3ccco3)N(C)C)c(C)c2c1 (configuration not stated),7,0,6,nt,nt,3,i,-4,-10,0.3
CC(C)(C)C(=O)Nc1nnc(CC(=O)NCc2ccccc2)s1,-3,0,6,3,25,-9,-0.4,4,-8,0.8
CCN(CC)C(=O)c1cn(-c2cccc(OC)c2)c(=O)c2ccccc12,10,0,8,-8,40,-8,i,-2,-3,0.8
CCCCCCOC(=O)CCn1[nH]c(=O)c2ccccc2c1=O,-10,5,1,4,13,-10,-0.3,7,6,nt
CN(C)[C@@H]1CCC[C@H]1OC(=O)C(c1ccccc1)c1ccccc1,1,-17,0,10,35,2,-0.2,-10,-12,0.4
CC1(C(=O)NS(C)(=O)=O)CCN1C(=O)C/C=C/c1ccccc1 (configuration not stated),-7,nt,nt,nt,nt,nt,i,0,14,0.0
Cn1c(SCC(=O)Nc2nccs2)nnc1-c1cccnc1,-8,2,-14,nt,nt,-7,-5.5,-5,0,0.0
Cc1ccccc1C(=O)N(C)Cc1ccccc1,1,3,-6,-2,-13,1,i,-2,-21,nt
S=C(c1ccc(N2CCOCC2)cc1)N1CCOCC1,8,5,12,-4,-12,-1,-0.7,7,-1,nt
CC(=O)Nc1cccc(NS(=O)(=O)Cc2ccc(Cl)cc2)c1,1,2,2,1,-3,2,-0.7,-3,4,nt
COc1cc(C(=O)N/N=C(\C)Cc2ccccc2)cc(OC)c1OC,-7,1,17,5,0,nt,-5.6,8,4,-5.8
O=S(=O)(Nc1ccccn1)c1ccc(Oc2ccccc2)cc1,6,-1,-2,0,3,6,i,-7,-6,nt

# An excerpt of these results, with bars between the fields:
Compound | Y pestis TopoI | Rv3671c inh | MazEF act | SARS 3CLpro inh | VHR inh abs | SSB-PriA inh | Vc quorum ag | PrPC TRFRET | CCHF vOTU inh | TcdB GH inh
CN(C)[C@@H]1CCC[C@H]1OC(=O)C(c1ccccc1)c1ccccc1 | 1 | -17 | 0 | 10 | 35 | 2 | -0.2 | -10 | -12 | 0.4
CC1(C(=O)NS(C)(=O)=O)CCN1C(=O)C/C=C/c1ccccc1 (configuration not stated) | -7 | nt | nt | nt | nt | nt | i | 0 | 14 | 0.0
Cn1c(SCC(=O)Nc2nccs2)nnc1-c1cccnc1 | -8 | 2 | -14 | nt | nt | -7 | -5.5 | -5 | 0 | 0.0

# Carrying on.
SMILES,Y pestis TopoI,Rv3671c inh,MazEF act,SARS 3CLpro inh,VHR inh abs,SSB-PriA inh,Vc quorum ag,PrPC TRFRET,CCHF vOTU inh,TcdB GH inh
COc1ccc(C(CC(=O)O)NS(=O)(=O)c2ccc(C)cc2)cc1OC (configuration not stated),-1,-1,6,0,22,-7,i,5,-4,nt
CN(C(=O)c1cc(S(=O)(=O)N2CCOCC2)cs1)c1ccccc1,2,5,3,6,21,2,-0.4,0,-3,0.3
CCOc1ccc(N2C(=O)Nc3ccccc3C2(O)C(=O)NCc2ccccc2)cc1 (configuration not stated),-5,5,3,-2,1,3,1.2,-3,18,-1.1
CCC(C)Sc1cccc(-c2nc3ccc(C)cn3c2NC2CCCCC2)c1 (configuration not stated),0,11,2,nt,nt,5,i,6&4,-2&-3,0.8&2.2
COc1ccccc1N(CC(=O)NCC1CCCO1)C(=O)CCC(=O)Nc1cc(C)on1 (configuration not stated),-2,-8,9,-5,35,0,-0.7,-7,-6,0.9
CC1(C)C(c2ccccc2)=NC(c2ccc(Br)cc2)N1O (configuration not stated),10,5,-25,9,3,-12,-0.4,-2,-5,3.7
CCOC(=O)Cc1csc(NC(=O)CSc2nc3cccnc3n2CC)n1,-5,-1,-7,-2,10,3,5.0,2,15,nt
O=C(O)CCCNC(=O)c1cncc(O)c1,6,-2,12,2,-8,-17,-0.4,-3,-1,nt
COC(=O)c1ccc(OCC(=O)Nc2nn(-c3ccccc3)nc2C(N)=O)cc1,1,-5,-36,-7,10,-2,3.8,-8,-7,nt
O=C(Nc1ccccc1)/C(=C/c1ccccc1)c1ccccc1,22,-8,-3,2,-10,-31,i,-10,4,nt
CN1CCN(S(=O)(=O)c2cccc(S(=O)(=O)c3ccc(Cl)c(Cl)c3)c2)CC1,4,-7,0,2,12,7,-0.3,8,4,nt
O[C@@H]([C@H](O)[C@H](O)CBr)[C@H](O)CBr,4,5,-3,nt,nt,-1,2.8,-4,-2,1.1
CCCN1CCN(CCNC(=O)Nc2cc(C)ccc2C)CC1,1,5,7,-1,62,-5,i,-2,-6,-0.1
CCN1CCOC(CC(=O)Nc2cccc([N+](=O)[O-])c2)C1=O (configuration not stated),-2,3,0,0,12,0,i,0,-8,0.4
C[C@@H]1CN([C@H](C)CO)C(=O)c2cc(NC(=O)Nc3cccc4ccccc34)ccc2O[C@H]1CN(C)Cc1ccc(C(F)(F)F)cc1,1,-95,-4,nt,nt,-6,i,-1,19,-0.2&0.2
CCCc1c(C(=O)N/N=C(\C)CCc2ccccc2)nnn1-c1nonc1N,-7,-11,-3,-1,71,nt,i,-3,16,1.2
COc1ccccc1C1(CC(=O)N2CCCCC2)CCOC(C(C)C)C1 (configuration not stated),16,-11,-2,-3,26,-9,-4.2,-2,0,nt
Cc1ccc(N2CC(C(N)=O)CC2=O)cc1 (configuration not stated),2,5,0,-1,-1,-16,i,-4,-2,nt
O=C(CN1C(=O)/C(=C/c2ccc(C(F)(F)F)cc2)Sc2ccccc21)NCCCN1CCOCC1,6,-6,-2,3,7,0,i,-7,13,2.1
CNC(=S)NCc1ccc(OC)cc1,2,-18,-10,2,-4,-6,3.3,7,-9,-1.1
CC(=O)Nc1ccc(S(=O)(=O)Nc2nc(C)cc(-n3nc(C)cc3C)n2)cc1,0,3,-1,-1,8,-7,-0.4,4,-4,nt
c1cnc(Oc2ccc(-c3nnco3)cc2)cn1,-9,-7,-7,3,32,-5,-0.2,1,-15,nt
CCOc1cc(S(=O)(=O)N2CCN(Cc3ccccc3)CC2)ccc1Br,11,6,-1,-1,32,-8,-0.4,-4,10,nt
Cc1ccc(CNC(=O)/C=C/c2ccc(Br)o2)cc1,11,-3,2,2,-2,8,-4.2,-6,-23,nt
CN1CCN(C(=O)c2cc(Cl)ccc2NC(=O)c2ccc(Cl)cc2Cl)CC1,-3,-2,1,0,24,6,i,-3,-4,-0.4
O=C(NC(Cc1ccccc1)C(=O)NC(Cc1ccccc1)C(=O)O)c1ccccc1 (configuration not stated),5,9,5,1,11,4,-2.1,-5,-6,-0.4
O=[N+]([O-])c1cc(S(=O)(=O)N2CCCCC2)ccc1NCc1cccc(Cl)c1,-6,-18,-7,0,51*,19,-0.8,-1,2,nt
COc1ccc(C)cc1NC(=O)NC1CCN(Cc2ccccc2)CC1,3,7,1,-7,8,-14,-0.3,-4,-2,nt
Cc1ccsc1C1C=C(c2cccc(Br)c2)Nc2ncnn21 (configuration not stated),11,-1,-3,1,33,-15,2.8,nt,nt,nt
CCC(CC)C(=O)c1c[nH]c(C(=O)NCCCn2ccnc2)c1,-1,2,-4,4,25,7,i,6,3,nt
COc1ccccc1NS(=O)(=O)c1ccc(C)c(C(=O)NCC2(N(C)C)CCCCC2)c1,-4,-4,5,nt,nt,-2,i,-2,5,-1.9
CCN(CC)C(=O)[C@H]1C[C@H](CC(=O)NCc2ccco2)C(=O)N2CCc3c([nH]c4cc(CCC(=O)N(C)C)ccc34)[C@]12C,10,nt,15,nt,nt,1,-1.1,-1,0,0.9
Cc1cc(C(=O)Cn2nc(C(=O)O)c3ccccc3c2=O)c(C)n1CC(F)(F)F,24,-3,22,0,16,1,-0.4,12,3,1.3
CCCC[C@@H]1C=C(C(=O)O)[C@H](c2ccc(CC)cc2)N1S(=O)(=O)c1ccc(C)cc1,19,-12,-3,nt,nt,9,i,10,30*,2.6
O=C(CN1CC(c2ccccc2)CC1=O)N/N=C/c1cc(Br)ccc1O (configuration not stated),26,15,0,5,4,nt,-0.3,-4,-6,-2.7
N#Cc1ccc(C(=O)Nc2nnc(-c3cccs3)o2)cc1,-1,-4,2,2,-2,-3,-0.3,1,1,-0.1
COCC(C)n1c(C)cc(C(=O)COC(=O)c2oc3ccccc3c2C)c1C (configuration not stated),13,-8,1,-2,15,18,i,2,17,nt
CC(C)[C@H](NC(=O)CCn1nnc2ccccc2c1=O)C(=O)O,-3,-9,2,4,3,-10,i,0,-1,nt
CCOC(=O)Cc1sc(N)nc1C,1,-9,1,4,-1,-6,-0.5,-4,-15,0.1
CN1CCc2cc3c(c4c2[C@H]1[C@H](O)c1ccccc1-4)OCO3,-10,-93,-8,-5,11,5,i,-35,37*,-7.5
COc1ccc(-c2noc(CN(C(=O)C(C)(C)C)C(C)C)n2)cc1,16,-5,1,-6,-10,0,i,-2,3,nt
COc1ccc(-c2cc(C(=O)N3CCN(c4ccccc4OC)CC3)no2)cc1OC,13,1,6,0,-5,-3,i,2,13,0.3
CC1C(=O)C(C)C(c2ccc(Cl)cc2)NC1c1ccc(Cl)cc1 (configuration not stated),7,0,-1,nt,nt,-13,-0.2,3,-4,1.1
N#C/C(=C\Nc1ccccc1SC(F)(F)F)c1nc(-c2ccc(F)cc2)cs1,-3,-4,-27,-4,2,0,i,0,-8,0.1
Cc1ccc2nc(-c3ccc(NS(C)(=O)=O)cc3)cc(-c3ccccc3)c2c1,4,-50,1,2,24,19,-0.2,-3,14,1.5
Cc1ccc(-c2nnc(NC(=O)CCS(=O)(=O)c3ccccc3)o2)c(C)c1,3,nt,-21,nt,nt,1,i,-3,-2,2.2
CC(=O)Oc1cccc2c1C(=O)c1c(OC(C)=O)cc(C(=O)O)cc1C2=O,8,-7,257*,-9,12,-1,-3.0,-28,7,3.3
CSc1ncc(C(=O)Nc2ccc(C(C)=O)cc2)c(C)n1,-4,nt,-13,-3,1,3,i,-9,11,1.3
CCOC(=O)C(NC(C)=O)(Nc1ccc(S(=O)(=O)Nc2onc(C)c2C)cc1)C(F)(F)F (configuration not stated),-4,5,1,-8,-24,-10,-0.3,-3,7,nt
Cc1cnn(-c2cc(N/N=C/c3ccccc3F)ncn2)c1,3,5,-22,3,5,nt,i,3,-1,nt
O=C(O)c1ccc(NC(=O)C2(c3ccccc3)CCCC2)cc1,4,0,3,8,17,-2,i,-2,-2,0.4
COCCSc1ccccc1C(=O)Nc1nccs1,2,-4,6,5,-6,6,-8.7,-3,1,1.1
CCN(CC)S(=O)(=O)c1ccc(NC(=O)c2ccc(OCC3CCCO3)cc2)cc1 (configuration not stated),9,-7,0,nt,nt,1,-0.5,14,-1,-0.4
